# RTF Ca sens inh = cardiac RTF calcium sensitivity inhibitors, primary screen, biochemical, IANBD-TnC fluorescence, EC70 calcium; IANBD-labeled cardiac RTF, Ca2+ fluorescence; inhibition, % at 7.15 µM; 340,000 tested, 0.12% active;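 active = inhibition above the mean inhibition of all tested compounds plus 3 SD, cut at about 17% in these data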;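 also: assay run at fixed EC70 calcium of 1.6 mM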
# Keap1-Nrf2 PPI = Keap1-Nrf2 protein-protein interaction inhibitors, primary screen, biochemical, fluorescence polarization, single point; inhibition, % at 9.4 µM; AID 504523, 2011; Keap1 Kelch-Nrf2 peptide fluorescence polarization, 1536-well; Kelch-like ECH-associated protein 1 (Homo sapiens), Q14145; 340,000 tested, 0.15% active; in the data active = inhibition above about 12%;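 also: human Keap1 Kelch domain with fluorescein labeled Nrf2 9mer peptide probe; 0% = neutral control wells and 100% = peptide positive control; higher means more block of Keap1 binding to Nrf2 peptide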
# Arr AP2 block = inhibitors of beta-arrestin/AP2 binding, primary screen, biochemical, GPCR trafficking, flow cytometry | FITC-arrestin peptide / GST-AP2 beads; AP2 beta2 appendage carries R879A mutation | 340,000 tested, 0.31% active | inhibition, % at 10 µM | beta-arrestin 1 C-terminal peptide binding to AP2 beta2-adaptin appendage (human);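 active = inhibition above a set limit, near 3 SD of compounds lacking own fluorescence, cut at about 54% in these data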;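 also: plate controls were DMSO wells for no effect and 5 µM unlabelled arrestin peptide for full effect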
#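 System: GST-AP2 R879A glutathione beads | Also added: FITC-arrestin peptide, 50 nM | Times: 12 min plus 1 h, RT | Signal: Bead flow cytometry, FITC channel | Buffer or medium: PBS with 0.05% Tween 20 and 0.1% BSA | Read-out basis: Percent drop in bead-associated FITC signal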
# V-ATPase pH = regulators of yeast V-ATPase proton pumping, primary screen, pHLuorin cytosolic pH fluorescence | 350,000 tested, 0.37% active | response, % at 10 µM | AID 504577, 2011 | S. cerevisiae; in the data active = response mostly above about 7.3%, no sharp cut-off; inactive = mostly below about 5.4%; also: actives read high; inactives centre near 0; some compounds called inactive have numbers as strong as hits; reference of the scale not given here
# LANA DNA inh = inhibitors of KSHV C-LANA binding to DNA, primary screen, biochemical, fluorescence polarization, FAM-LBS DNA, MBP-C-LANA, single point; AID 504423, 2011; 340,000 tested, 0.078% active; Kaposi's sarcoma herpesvirus LANA C-terminal domain (residues 932-1162) DNA binding; inhibition, % at 9 µM;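 active = highest replicate inhibition at or above 60% at 9 µM, even if other replicates fall short; inactive = all replicates below 60% inhibition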;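 also: 0% = neutral control wells and 100% = 4 µM acridine orange control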
# DSG3 Ab inh = inhibitors of pemphigus antibody binding to DSG3, primary screen, biochemical, bead-based, flow cytometry, scFv-GFP. Desmoglein-3 (Homo sapiens), P32926. DSG3-coupled beads, scFv-anti-DSG3-GFP binding; stronger effect = lower value. binding (percent of control), % at 10 µM. 310,000 tested, 0.48% active;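 active = binding more than 3 SD below its plate's average and above zero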;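 also: hits lower antibody fragment binding to DSG3; some compounds called inactive have numbers as strong as hits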
# Target sequence (P32926 whole entry, looked up, the tested form may be a part): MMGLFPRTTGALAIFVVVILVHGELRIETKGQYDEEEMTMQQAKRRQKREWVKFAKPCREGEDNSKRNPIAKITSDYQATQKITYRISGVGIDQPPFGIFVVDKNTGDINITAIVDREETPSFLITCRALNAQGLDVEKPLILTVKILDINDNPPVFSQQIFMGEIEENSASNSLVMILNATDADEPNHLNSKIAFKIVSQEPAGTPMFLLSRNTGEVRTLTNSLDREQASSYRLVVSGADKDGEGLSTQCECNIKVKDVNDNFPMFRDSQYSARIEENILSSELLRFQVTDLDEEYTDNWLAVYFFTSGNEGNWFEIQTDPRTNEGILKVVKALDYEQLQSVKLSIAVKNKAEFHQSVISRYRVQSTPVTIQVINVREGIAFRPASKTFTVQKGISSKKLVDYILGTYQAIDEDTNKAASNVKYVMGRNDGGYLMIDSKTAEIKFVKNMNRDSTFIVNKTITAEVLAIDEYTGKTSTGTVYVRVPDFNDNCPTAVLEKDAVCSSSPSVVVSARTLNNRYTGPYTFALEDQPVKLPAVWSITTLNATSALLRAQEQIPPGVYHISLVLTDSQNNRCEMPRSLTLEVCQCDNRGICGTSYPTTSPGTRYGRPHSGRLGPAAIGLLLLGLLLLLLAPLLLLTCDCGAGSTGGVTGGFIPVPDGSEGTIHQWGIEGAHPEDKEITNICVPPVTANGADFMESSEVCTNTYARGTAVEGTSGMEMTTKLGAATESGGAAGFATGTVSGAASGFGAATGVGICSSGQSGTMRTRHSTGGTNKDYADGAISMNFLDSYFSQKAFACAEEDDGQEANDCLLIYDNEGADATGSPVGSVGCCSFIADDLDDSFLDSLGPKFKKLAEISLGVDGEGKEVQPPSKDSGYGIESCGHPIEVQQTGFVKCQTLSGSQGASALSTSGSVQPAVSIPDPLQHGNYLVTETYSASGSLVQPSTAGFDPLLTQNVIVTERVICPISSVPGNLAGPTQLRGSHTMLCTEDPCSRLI
# CAL PDZ FP-1 = CAL PDZ peptide-binding inhibitors, primary screen, biochemical, fluorescence polarization, Cer-tagged CAL PDZ, HTS; 330,000 tested, 0.02% active; inhibition, % at 20 µM; AID 504414, 2011; purified CAL PDZ, TMR-peptide fluorescence polarization, 1 h; Golgi-associated PDZ and coiled-coil motif-containing protein (Homo sapiens), Q9HD26;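 active = highest replicate inhibition of at least 40%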;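 also: plate controls were DMSO neutral control wells for no effect and unlabeled competitor peptide control wells for full effect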
#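 material = purified tagged CAL PDZ domain construct (CerCALP) | compound dosing = 20 µM, one dose | times = 1 h at RT | measured by = fluorescence polarization from S- and P-plane intensities, G-factor corrected | read-out = inhibition from polarization loss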
# CAL PDZ FP-2 = untagged CAL PDZ binding inhibitors, primary screen, biochemical, fluorescence polarization, HTS; AID 602252, 2012; purified CAL PDZ, TMR-peptide fluorescence polarization, 1 h; inhibition, % at 24.9 µM; Golgi-associated PDZ and coiled-coil motif-containing protein (Homo sapiens), Q9HD26; 300,000 tested, 0.92% active;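 active = mean inhibition of at least 30% with at least half of replicates also reaching 30%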;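 also: 0% = DMSO neutral control and 100% = excess unlabeled competitor peptide PRC23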
# NSD2 HMT inh = NSD2 histone methyltransferase inhibitors, primary screen, biochemical, AlphaScreen, single concentration, set 2. NSD2 peptide methylation, 120 min. inhibition, % at 12.5 µM. 310,000 tested, 0.54% active. AID 743445, 2014; in the data active = inhibition above about 50%
# DAGLB inh = DAGLB lipase inhibitors, primary screen, biochemical, fluorescence, HTS; HEK293T DAGLB membrane lysate, EnzChek fluorogenic substrate; 340,000 tested, 0.059% active; Diacylglycerol lipase-beta (Homo sapiens), Q8NCG7; inhibition, % at 5.17 µM; in the data active = inhibition above about 34%;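 also: 0% = enzyme with vehicle and 100% = wells lacking enzyme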
# * hit, by the source's call; · = no result given. This is a subset (hit frequency here may not be typical).
SMILES,RTF Ca sens inh,Keap1-Nrf2 PPI,Arr AP2 block,V-ATPase pH,LANA DNA inh,DSG3 Ab inh,CAL PDZ FP-1,CAL PDZ FP-2,NSD2 HMT inh,DAGLB inh
Cc1ccccc1NC(=O)CN1C(=O)NC2(CCc3ccccc32)C1=O (centres undefined),-1.4,-5.2,16.5,-4.4,1.2,110.8,1.8,-2.3,-1.8,1.7
Cc1nnc(NC(=O)c2cccc(Br)c2)s1,-1.1,-4.1,-2.6,1.5,0.2,111.0,-1.1,-3.6,-3.1,1.8
C=CCNC(=O)c1ccc(NC(=O)CC2SC(N3CCCC3)=NC2=O)cc1 (centres undefined),-8.0,-1.0,-12.7,3.5,1.2,96.2,-2.1,-0.4,-1.5,-0.9
N[C@@H](C(=O)N[C@@H]1C(=O)N2C(C(=O)O)=C(Cl)CS[C@H]12)c1ccccc1,-15.6,-1.6,-3.7,-3.8,7.2,104.0,-0.2,-0.4,·,1.6
Cc1cc(C(=O)CSc2n[nH]c(-c3ccccc3F)n2)c(C)n1Cc1cccs1,3.3,0.3,39.6,-0.7,-1.0,98.5,-1.2,0.8,-3.4,-4.0
COc1nc(NCCO)nc(Nc2cc(Cl)ccc2OC)n1,2.6,-0.5,-1.8,4.1,3.2,107.6,·,-0.5,-0.9,-0.3
CCCN1Cc2cccc(C(=O)NCc3ccc(C)cc3)c2C1=O,-9.8,-2.6,-3.2,4.8,0.8,101.0,-1.8,-1.8,15.0,-2.6
Cc1cc2cc(CNC(=O)CCC(=O)O)ccc2[nH]1,-0.5,0.2,7.8,-1.6,0.6,·,-1.3,-2.7,9.7,0.3
Cc1cc(C)cc(N(CCC#N)C(=O)COC(=O)C2=COCCO2)c1,7.5,0.8,-0.5,1.4,-2.1,98.6,-2.1,-0.7,15.8,0.1
CCOC(=O)c1ccc(NC(=O)Cn2nnc3ccccc32)cc1,-6.8,-2.1,3.1,-0.5,0.3,·,-3.8,1.3,4.0,-2.2
COc1ccc(CN(C(=O)CSc2nnc(-c3ccccc3C)o2)c2ccc(F)cc2)cc1,-8.6,3.4,8.1,5.5,-0.3,111.0,-0.9,·,-2.0,-11.2
COc1ccccc1CNC(=O)C1CCCN(S(=O)(=O)c2cccc3nsnc23)C1 (centres undefined),-8.2,-4.7,27.3,-1.4,0.2,102.2,-0.3,-2.1,-5.3,1.2
[O-]/[N+](=C\C=C\c1ccccc1)c1ccccc1,-2.2,-7.1,18.4,2.6,7.5,90.3,-1.3,6.9,-0.9,-4.2
O=C(NNC(=O)c1ccc2nc[nH]c2c1)c1ccccc1,-6.9,-2.2,-1.1,-7.7,0.8,·,-0.3,-4.1,5.9,1.3
Cc1cc2c(cc(C(=O)OC(C(=O)NC3CCCCC3)C(C)C)n2C)o1 (centres undefined),-7.9,-2.1,7.2,1.8,-1.2,103.2,-1.2,15.7,2.0,-23.1
O=C(CSc1nnc(-c2cccs2)n1CC1CCCO1)c1cc2ccccc2o1 (centres undefined),1.1,-1.1,3.0,0.4,0.5,99.2,-3.0,-3.7,4.9,0.8
CCOC(=O)c1nc(C)n(-c2cc(OC)c(Cl)cc2Cl)n1,-0.7,-6.2,-1.6,0.2,-0.3,81.5,-3.2,-0.1,-0.6,-1.1
CCOC(=O)C(C(=O)OCC)C(=O)c1cccc2ccc3ccccc3c12,·,·,·,0.5,·,105.1,·,·,-0.8,-5.6
O=C(c1ccc(-n2cnnn2)cc1)N1CCOCC1,-0.8,-3.0,0.9,-1.6,-0.2,105.1,0.8,-0.8,3.6,-1.4
CCCCn1c(=O)[nH]c(=O)c2c1nc(-c1ccc(-c3ccccc3Br)o1)n2CCOC,-18.9,0.4,45.5,0.7,0.9,103.0,-0.3,-4.6,0.8,4.2
Cc1ccc2c(c1)C1CN(C)CCC1N2C(=O)COc1ccc(N(C)C(=O)c2ccccc2)cc1 (centres undefined),-5.5,0.8,6.0,-0.8,-1.1,99.9,-2.6,-0.8,-1.7,-0.9
COc1ccccc1C(=O)NCCSCc1ccccc1Cl,0.8,0.3,33.1,-2.1,0.9,112.7,16.8,-2.9,-2.9,-7.1
CCN(CC)S(=O)(=O)c1ccc(N2CCOCC2)c(NC(=O)c2cc(=O)[nH]c3ccccc23)c1,5.3,-0.3,15.6,0.0,-2.7,104.5,-1.2,4.1,-0.5,1.5
O=C(CCC(=O)n1ncc2ccccc21)NCc1ccc(F)cc1,-4.6,1.4,2.4,1.3,-0.6,107.4,0.7,·,·,1.6
Cc1cc(=O)oc2cc(OCc3ccc(S(=O)(=O)N4CCOCC4)cc3)ccc12,2.4,-1.6,2.8,4.2,-1.5,97.0,-2.6,-3.6,-3.0,-2.0
O=C1C2C3C=CC(C3)C2C(=O)N1CN(Cc1ccccc1)CN1C(=O)C2C3C=CC(C3)C2C1=O (centres undefined),1.9,-1.2,-4.3,-0.9,1.0,102.7,0.7,-5.0,-1.7,0.4
CCN1CCN(c2cc(-c3ccccc3)nc3cc(-c4cccc(F)c4)nn23)CC1,5.1,-1.7,-4.6,-5.8,0.3,114.3,-0.7,·,-2.3,-8.1
CN(CCc1ccccc1)C(=O)c1ccc(NC(=O)Cc2ccc(NC(=O)C3CCN(C(=O)C4CCCCC4)CC3)cc2)cc1,-10.4,-2.5,-2.9,0.7,1.0,101.3,-1.6,-4.0,·,0.0
CCOC(=O)N1CCN(C(=O)CSc2nnc(CNC(=O)c3c(F)cccc3Cl)o2)CC1,-2.6,2.4,4.9,5.2,3.6,67.9,1.2,0.0,-10.7,3.6
COc1cccc(CN2CCC(C(=O)N3CCN(c4ccccc4F)CC3)CC2)c1,3.3,-0.1,4.1,-1.2,0.6,101.7,-0.8,0.4,-0.7,3.6

# 5 compounds drawn at random from those above, as already listed:
SMILES,RTF Ca sens inh,Keap1-Nrf2 PPI,Arr AP2 block,V-ATPase pH,LANA DNA inh,DSG3 Ab inh,CAL PDZ FP-1,CAL PDZ FP-2,NSD2 HMT inh,DAGLB inh
Cc1nnc(NC(=O)c2cccc(Br)c2)s1,-1.1,-4.1,-2.6,1.5,0.2,111.0,-1.1,-3.6,-3.1,1.8
CCOC(=O)c1ccc(NC(=O)Cn2nnc3ccccc32)cc1,-6.8,-2.1,3.1,-0.5,0.3,·,-3.8,1.3,4.0,-2.2
Cc1ccc2c(c1)C1CN(C)CCC1N2C(=O)COc1ccc(N(C)C(=O)c2ccccc2)cc1 (centres undefined),-5.5,0.8,6.0,-0.8,-1.1,99.9,-2.6,-0.8,-1.7,-0.9
O=C(CSc1nnc(-c2cccs2)n1CC1CCCO1)c1cc2ccccc2o1 (centres undefined),1.1,-1.1,3.0,0.4,0.5,99.2,-3.0,-3.7,4.9,0.8
CCOC(=O)c1nc(C)n(-c2cc(OC)c(Cl)cc2Cl)n1,-0.7,-6.2,-1.6,0.2,-0.3,81.5,-3.2,-0.1,-0.6,-1.1

# Continuation:
SMILES,RTF Ca sens inh,Keap1-Nrf2 PPI,Arr AP2 block,V-ATPase pH,LANA DNA inh,DSG3 Ab inh,CAL PDZ FP-1,CAL PDZ FP-2,NSD2 HMT inh,DAGLB inh
CCN(CC)CCNC(=O)C1CCC(=O)N1CCc1ccccc1 (centres undefined),-1.6,0.0,-8.5,-1.8,1.3,103.2,1.1,-2.0,27.5,0.4
Cc1nc2ccccc2n1CC(=O)N/N=C\C=C\c1ccccc1,-11.5,0.9,-3.2,0.2,1.6,102.2,·,-2.2,1.1,2.4
Cc1cccc(-n2c(CNC(=O)c3ccccc3)nnc2SCC(=O)Nc2nccs2)c1,4.2,0.0,9.1,-2.2,-3.1,103.5,-0.3,-3.0,·,3.7
COc1ccc2ccc(=O)oc2c1CC(=O)C(C)C,4.0,-8.1,0.1,0.5,0.7,97.6,0.4,7.1,·,0.5
COc1ccc2[nH]c(C(=O)NCCCN3CCCC3=O)c(C)c2c1,0.8,6.5,23.5,5.8,2.3,103.5,-1.6,1.2,-4.2,-1.8
Cc1ccc(S(=O)(=O)N2CCOCC2)cc1NC(=O)CSc1nc(N)cc(N)n1,-2.2,-5.9,8.7,-0.3,1.6,95.9,-2.4,4.6,-1.4,1.9
Cc1ccc(S(=O)(=O)N2CCOCC2)cc1C(=O)NCC1CCCO1 (centres undefined),-7.2,-2.3,50.3,-3.8,2.0,111.2,-2.1,1.5,-0.7,-3.7
Cc1ccc(C(=O)CN2C(=O)C(C)Oc3ccccc32)cc1 (centres undefined),-0.4,-5.8,-13.5,4.0,1.0,98.3,-1.5,·,-2.4,-5.9
O=C(CNC(=O)OCc1ccccc1)NC1CCCCCCC1,7.6,-1.0,11.6,4.9,1.6,95.5,0.5,-0.1,-3.3,2.3
O=C(Cc1ccccc1)Nc1cccc(N2C(=O)C=CC2=O)c1,-28.2,-4.2,5.8,0.6,-0.6,95.1,-0.9,-0.3,-0.5,-0.6
COc1ccccc1C(NC(C)=O)c1cc(Cl)c2cccnc2c1O (centres undefined),1.5,-2.1,3.5,-2.6,-2.0,106.8,·,8.7,-3.0,6.8
Cc1cc(-c2cccs2)c2c(n1)sc1c(=O)[nH]c(=O)[nH]c12,-7.7,-3.0,1.1,3.1,1.1,75.0,-2.1,-3.1,1.5,-0.1
Cc1noc(C)c1S(=O)(=O)Nc1ccc2c(c1)C(=O)N([C@H](C)CO)C[C@H](C)[C@@H](CN(C)C(=O)NC1CCCCC1)O2,1.0,-1.3,·,-2.7,-0.8,82.9,0.1,1.0,·,-2.8
CCOC(=O)C(C)Sc1nc2ccccc2c(=O)n1CC1CCCCC1 (centres undefined),-3.9,-2.8,0.7,0.3,-0.2,99.9,-2.2,·,-4.7,-6.7
COC(=O)C1CCN(C(=O)c2ccc3oc(Cc4ccc(Cl)cc4)nc3c2)CC1,-4.1,2.7,24.3,1.1,0.2,·,-2.2,-4.9,-1.7,-4.6
O=c1c2c(nc3nc(NCc4ccc(Cl)cc4)[nH]n13)CCC2,0.3,-1.9,3.7,0.1,-1.1,99.7,-2.1,1.7,-2.5,-2.8
COc1ccc(CCNC(=O)CCC(=O)N2CCOc3ccc(Cl)cc32)cc1OC,-3.4,-0.6,1.3,-0.3,-1.6,92.9,-0.6,-1.6,·,1.7
O=C(CCc1ccccc1)N1CCN(c2ccc(Cl)cc2)CC1,-1.0,-5.7,2.3,1.1,-1.1,100.8,-1.8,0.0,-4.3,-9.5
